ABCB6 inh 2: ABCB6 transporter inhibitors, primary screen, K562-ABCB6 cells, flow cytometry, MLPCN library. ATP-binding cassette sub-family B member 6 (Homo sapiens), Q9NP58. K562-ABCB6 porphyrin accumulation, 1 h; hits give low values. fluorescence ratio to DMSO, % at 10 µM. 360,000 tested, 0.19% active. AID 602162, 2011;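 active = fluorescence ratio to DMSO below 75%, the collection mean minus 3 SD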;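 note: signal is porphyrin accumulated inside mitochondria; 100% equals median channel fluorescence of DMSO control wells; lower ratio means ABCB6 inhibition with less porphyrin fluorescence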
Cardio protect: cardioprotection against H2O2-induced cell death, primary screen, uHTS, H9c2 cells, ATPLite luminescence. H9c2 cardiomyocytes, H2O2 injury protection, 2 h. protection from H2O2 cell death, % at 20 µM. 360,000 tested, 0.63% active;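 active = compounds giving at least 50% protection of heart cells from peroxide-induced death in the single-dose screen, raw or plate-pattern-corrected value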;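 note: 0% = DMSO wells with peroxide and 100% = DMSO wells without peroxide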
MC4R barr agon: MC4R agonists recruiting beta-arrestin, primary screen, cell-based, luminescence, agonist arm of biased-ligand search. Melanocortin receptor 4 (Homo sapiens), P32245. U2OS MC4R beta-arrestin complementation; percent of melanotan II response, DMSO zero. activation, % at 8.9 µM. 360,000 tested, 0.98% active. AID 540308, 2011;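 active = activation above a per-plate cutoff, the mean activation of sample wells on that plate plus 3 SD, cut at about 8% in these data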
Target sequence (P32245 whole entry, looked up): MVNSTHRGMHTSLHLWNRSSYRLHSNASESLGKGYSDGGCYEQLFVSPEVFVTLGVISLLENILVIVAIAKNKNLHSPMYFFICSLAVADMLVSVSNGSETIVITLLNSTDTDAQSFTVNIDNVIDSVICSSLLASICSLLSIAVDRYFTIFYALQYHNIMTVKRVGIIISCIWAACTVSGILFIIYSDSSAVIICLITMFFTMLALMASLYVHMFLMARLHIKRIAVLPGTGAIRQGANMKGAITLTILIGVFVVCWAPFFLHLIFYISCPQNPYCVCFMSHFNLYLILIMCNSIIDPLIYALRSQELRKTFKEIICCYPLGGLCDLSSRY
PDI inh: inhibitors of human PDI, primary screen, biochemical, turbidity, single point, plate reader. Protein disulfide-isomerase (Homo sapiens), P07237. PDI insulin aggregation turbidity, A650, 90 min. inhibition, % at 10 µM. 350,000 tested, 0.052% active;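 active = mean inhibition across replicates of 30% or more, whatever share of single replicates reach that level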;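 note: absorbance from insulin aggregation driven by PDI reduction with DTT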
N-glyco inh: increase of ERlucT glycosylation luciferase signal, primary screen, N-linked glycosylation inhibitor project, D54 ERlucT cells, luminescence, set 2; 360,000 tested, 0.23% active; reporter increase, % at 12.5 µM; D54 ERlucT glycosylation luciferase reporter, 24 h; percent of 100 nM tunicamycin response;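 active = mean luciferase reporter signal, scaled so untreated is 0 and the glycosylation-blocking control 100, at or above a set limit in every replicate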;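 note: luciferase carries N-glycosylation sites so blocking glycosylation raises the light; 0% = median of neutral control wells and 100% = median of 100 nM tunicamycin wells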
MC4R antag cAMP: MC4R antagonists of cAMP signaling, primary screen, cell-based, TR-FRET, antagonist arm of biased-ligand search. Melanocortin receptor 4 (Homo sapiens), P32245. MC4R-expressing cells, MTII-stimulated cAMP, LANCE TR-FRET. inhibition, % at 6.5 µM. 360,000 tested, 0.48% active. AID 540295, 2011;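 active = inhibition above its plate's cutoff, the mean of tested wells on that plate plus 3 SD, cut at about 29% in these data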;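 note: 0% = Melanotan II alone and 100% = Melanotan II plus saturating MCL0020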
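material = U2OS cells stably expressing human melanocortin 4 receptor (MC4R) | also added = Melanotan II challenge | dosing = single nominal compound dose of 6.5 µM | detection = TR-FRET with Eu-cAMP and labeled anti-cAMP, 671 nm | replication = singlicate | timing = compound 30 min, challenge 1 h, detection 1 h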
m5-HT2A agonist: mouse Htr2a agonists via beta-arrestin recruitment, primary screen, cell-based, luminescence; CHO-K1 mHTR2A beta-arrestin complementation; percent of 30 µM serotonin response; activation, % at 7.6 µM; 360,000 tested, 0.66% active; 5-hydroxytryptamine receptor 2A (Mus musculus), P35363;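 active = activation above a run cutoff, the mean activation of all tested compounds plus 3 SD, cut at about 14% in these data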;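 note: 0% = plate median of compound wells and 100% = 30 µM serotonin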
Target sequence (P35363 whole entry, looked up): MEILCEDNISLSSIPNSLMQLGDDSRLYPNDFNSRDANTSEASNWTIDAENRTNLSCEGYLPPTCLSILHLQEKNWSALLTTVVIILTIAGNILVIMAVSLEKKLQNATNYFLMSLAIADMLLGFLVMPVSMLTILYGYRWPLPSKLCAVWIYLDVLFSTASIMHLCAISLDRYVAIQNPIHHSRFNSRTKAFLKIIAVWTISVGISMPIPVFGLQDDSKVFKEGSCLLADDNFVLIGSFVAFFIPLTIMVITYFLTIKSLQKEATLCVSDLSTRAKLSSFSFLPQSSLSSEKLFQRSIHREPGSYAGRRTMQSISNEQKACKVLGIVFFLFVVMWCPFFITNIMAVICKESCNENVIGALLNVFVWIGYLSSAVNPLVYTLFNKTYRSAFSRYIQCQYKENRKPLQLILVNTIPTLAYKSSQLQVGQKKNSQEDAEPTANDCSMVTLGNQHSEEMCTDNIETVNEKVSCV
Exocytosis inh: LAMP-1 surface exposure blockers, TALL-104 cells – cell-based, flow cytometry, MLPCN library, primary screen. 360,000 tested, 0.66% active. TALL-104 LAMP-1 surface exposure; cells stimulated with thapsigargin and PMA. AID 651702, 2012. inhibition, % at 10 µM;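 active = inhibition above about 55%, limit read from the data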
CaV13 FRET inh: Primary screen for inhibitors of IQ motif and Ca2+-dependent inactivation inhibitor domain binding in CACNA1D, Förster resonance energy transfer in living cells, … | inhibition, % at 12.3 µM | AID 743397 | HEK cells, CFP/YFP FRET ICDI-IQ, plate reader, 10 min; percent FRET-ratio fall versus neutral wells | 340,000 tested, 0.098% active;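 active = mean replicate inhibition of at least 30% and at least 1% of replicates passing that level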;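 note: 0% = median of the neutral control wells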
ABHD5 PLIN5 PPI: ABHD5-PLIN5 interaction inhibitors, primary screen, cell lysate, split luciferase complementation, luminescence | inhibition, % at 4 µM | 360,000 tested, 0.78% active | Split G. princeps luciferase complementation, 4 h | Perilipin-5 (Homo sapiens) + 1-acylglycerol-3-phosphate O-acyltransferase ABHD5 (Homo …;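 active = inhibition above the mean inhibition across every tested compound plus 3 SD, cut at about 22% in these data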;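 note: 0% = DMSO only wells and the 100% control is not disclosed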
Starred values were filed as active, the others as inactive; / = not tested or not shown.

SMILES | ABCB6 inh 2 | Cardio protect | MC4R barr agon | PDI inh | N-glyco inh | MC4R antag cAMP | m5-HT2A agonist | Exocytosis inh | CaV13 FRET inh | ABHD5 PLIN5 PPI
CC1CN(C(=O)c2cc(Br)c(Br)s2)CC(C)O1 (centres undefined) | 96 | -5 | -2.8 | -5 | 0 | -1 | -6 | -3 | -6 | 2
COC(=O)c1ccc(COC(=O)C(CCSC)NC(=O)COc2ccccc2)cc1 (centres undefined) | 91 | 9 | -1.5 | 1 | 0 | 14 | 4 | 0 | -3 | -5
Cc1cccc(C(=O)N2CCC(=O)N([C@H](COCc3cccc(C(F)(F)F)c3)Cc3ccccc3)CC2)c1 | 97 | / | / | / | / | / | 2 | 38 | -7 | 4
CCOc1ccc(NC(=O)CC2C(=O)N(c3ccc(OCC)cc3)C(=S)N2C2CC2)cc1 (centres undefined) | 106 | 3 | -1.1 | 0 | 2 | 3 | 3 | 3 | / | 0
Cc1nc2c(-c3ccc(F)cc3)c(C)nn2c(C)c1CCC(=O)N1CCN(c2ccc(F)cc2)CC1 | 99 | -1 | 2.6 | -3 | 1 | 1 | 1 | -4 | -5 | -5
O=C(c1cc(Br)ccc1Cl)N1CCN(c2ccccn2)CC1 | 96 | 6 | -1.6 | -6 | 0 | 3 | 0 | -26 | -1 | 2
CN(C)c1nc(N)c([N+](=O)[O-])c(NCC2CCCO2)n1 (centres undefined) | 99 | 12 | -1.4 | -9 | 0 | -8 | 1 | 6 | -20 | 9
CCc1nnc(NC(=O)CSc2nnc(COc3ccc(C#N)cc3)n2-c2ccccc2)s1 | 100 | 41 | -1.3 | 21 | -2 | 5 | -6 | -3 | -5 | -4
CCOC(=O)COn1c(=O)c(-c2ccc(OCC)cc2)[n+]([O-])c2ccccc21 | 91 | 4 | -1.3 | -2 | 4 | -5 | 4 | -6 | -12 | 1
COc1ccccc1Nc1nnc(SCC(=O)NC2CC2)s1 | 94 | 7 | 1.0 | 3 | 0 | 4 | -1 | 19 | -8 | -10
CC(C)(C)NC(=O)c1ccc2c(c1)N(CC(=O)NC1CCCC1)C(=O)C(C)(C)O2 | 99 | -3 | -1.5 | -15 | -1 | 0 | -8 | -4 | -2 | -4
O=C(COC(=O)c1ccc(Cl)cc1O)Nc1cccnc1Cl | 105 | -3 | 1.6 | -1 | 0 | 4 | 6 | -2 | 8 | 9
CCN(CC)CCNC(=O)c1ccc(NC2=NC3CS(=O)(=O)CC3S2)cc1 (centres undefined) | 100 | 2 | 0.3 | / | 0 | -1 | 6 | -11 | -3 | 12
COc1cc(OC)c(OC)cc1CN1CCN(Cc2ccc(SC)cc2)CC1 | 96 | 2 | -1.5 | 14 | -2 | 6 | -4 | 1 | -1 | -1
CC(C)C(c1nnnn1C(C)(C)C)N1CCOCC1 (centres undefined) | 94 | 13 | -2.4 | -3 | -1 | 5 | -2 | -2 | / | 6
CSc1nc2nc3c(cc2c(=O)n1-c1cccc(C)c1)COC(C)(C)C3 | 102 | -8 | -0.8 | -10 | -1 | 3 | -1 | -3 | -5 | 7
CCc1nc2c(OCCC3CCCCC3)cccn2c1N(C)C(=O)c1ccncc1 | 89 | 0 | -2.1 | -6 | -5 | 9 | -2 | -24 | -7 | 6
COCCSc1nnc(NC(=O)C(C)(C)C)s1 | 99 | -3 | 0.4 | 13 | -1 | 11 | 8 | 0 | / | 4
CCOc1ccc(N=C(NC#N)SCC(=O)NC2CC2)cc1 | 97 | 0 | -1.8 | -2 | -2 | -2 | -1 | -1 | -8 | -6
CCCCC(=O)Nc1ccc(NC(=O)c2ccco2)cn1 | 98 | 5 | -0.4 | 3 | -1 | 3 | 2 | -10 | -2 | -5
CC(=CC(=O)c1ccccc1)c1ccccc1 | 100 | 1 | 0.0 | 2 | -3 | 0 | 2 | 3 | -9 | -1
Cc1ccc(N(C(=O)c2ccccn2)C2(C(=O)NC3CCCC3)CCCCC2)cc1 | 100 | 4 | -2.2 | -1 | -1 | 0 | 7 | -1 | -5 | -1
Cc1ccc([C@H]2C(C(=O)O)=CCN2S(=O)(=O)c2ccc(C)cc2)cc1 | / | / | / | / | / | / | 7 | -1 | -4 | 6
Cc1cc2cc(C)c3nnc(SCC(=O)NCc4ccc5c(c4)OCO5)n3c2cc1C | 96 | 24 | -0.1 | -3 | 3 | 17 | 0 | -1 | -4 | 3
CC(Oc1cccc(Cl)c1)C(=O)Nc1ccc([N+](=O)[O-])cn1 (centres undefined) | 105 | 5 | 0.6 | -3 | -2 | 2 | -4 | -1 | -2 | -3
COc1cc(/C=C2\C(=N)N3N=C(N4CCOCC4)SC3=NC2=O)ccc1OC(=O)c1ccccc1 | 106 | -7 | 0.4 | / | 0 | 5 | 1 | 0 | -6 | 0
c1ccc(OCCCn2nnc(-c3ccc(N4CCOCC4)cc3)n2)cc1 | 97 | -2 | 17* | -17 | 1 | -2 | 2 | 2 | -10 | 19
O=C1C2C3C=CC(C4CC34)C2C(=O)N1Cc1ccccc1 (centres undefined) | 103 | -2 | 1.1 | -1 | 0 | 18 | 1 | 2 | 0 | -5
Cc1ccc2cc(NC(=O)C3(C)CCN3CC(C)C)ccc2n1 (centres undefined) | 102 | 9 | -2.4 | 1 | 0 | 2 | 4 | -2 | -9 | 5
CC1Cc2cc(S(=O)(=O)CCC(=O)NC3CCCCC3)ccc2N1C(=O)C1CC1 (centres undefined) | 101 | -2 | 2.1 | 9 | -1 | -3 | 14 | -3 | -3 | -2
CN(C)S(=O)(=O)c1ccc(C(=O)OCCn2cnc3c2c(=O)n(C)c(=O)n3C)cc1 | 114 | 10 | -0.1 | 3 | 0 | -2 | 2 | -1 | -4 | -7
Cc1ccc(-c2nc3c(Cl)cc(C(F)(F)F)cn3c2Cc2cccc(Cl)c2)cc1 | 106 | / | / | / | / | / | 2 | -2 | -6 | -6
O=C(CCCn1nnc2ccccc2c1=O)N[C@H](C(=O)O)c1ccccc1 | 98 | -7 | 5.9 | 0 | -1 | 12 | 2 | -1 | -6 | -7
COc1ccc(CC(=O)NCC2CCCN(Cc3cccc(C(F)(F)F)c3)C2)cc1 (centres undefined) | 96 | -6 | 2.8 | 5 | -2 | 22 | -4 | 53 | -1 | 6
Cc1cc(C(=O)COc2cccnc2[N+](=O)[O-])c(C)n1-c1ccccc1 | 95 | -20 | -0.1 | -6 | -15 | -2 | 0 | -1 | -5 | 1
C=C(C)Cn1c(SCC(=O)O)nnc1-c1ccccc1 | 95 | -3 | 0.0 | 3 | 1 | -4 | 1 | 2 | -9 | -4
Cc1nc2nc(C)c(CCC(=O)NC3CCCCC3)c(C)n2n1 | 104 | -4 | -0.7 | 7 | 0 | -6 | 1 | -2 | -2 | 0
O=C1[C@H]2[C@@H](c3ccc(F)cc3)N3C(=O)N(c4ccccc4)C(=O)[C@@]3(Cc3ccc(Cl)cc3)[C@H]2C(=O)N1C1CCCCC1 | 99 | -11 | 1.3 | -12 | 0 | 18 | -3 | 1 | -11 | 1
COc1ccc(C)cc1S(=O)(=O)N(C)CC(N)=O | 101 | 2 | -1.7 | 6 | 1 | 6 | -3 | -3 | 0 | 6
CCn1cc(Br)c(C(=O)Nc2cccc(SC)c2)n1 | 100 | 1 | -0.1 | 11 | 1 | -9 | 5 | -10 | -8 | -5
CC(C)NC(=O)Cn1c(SCC(=O)N2CCCCCC2)nc2ccccc21 | 99 | 6 | -2.4 | 2 | 3 | 0 | -1 | 0 | -3 | -2
Cc1noc(NS(=O)(=O)c2ccc(NC(=O)c3cc4ccccc4o3)cc2)c1C | 96 | -1 | -1.2 | -3 | 0 | 3 | 1 | 3 | -6 | 2
O=C(COc1ccccc1F)Nc1cc(S(=O)(=O)Nc2cccc(Cl)c2)ccc1O | 99 | -10 | -4.9 | -1 | 3 | 2 | 13 | -9 | -17 | -4
Cc1onc(C(=O)Nc2ccccc2C(F)(F)F)c1[N+](=O)[O-] | 100 | 1 | -0.7 | -1 | 0 | 3 | 2 | -2 | -6 | 4
Cc1ccc2nc(Nc3ccc(F)cc3)c3nncn3c2c1 | 96 | -2 | 1.4 | 7 | 3 | -12 | 0 | -18 | -4 | 2
O=C(CSc1nnc(Cc2cc(=O)[nH]c(=O)[nH]2)n1-c1ccc(F)cc1)NC1CCCC1 | 105 | 1 | 0.1 | / | 2 | 9 | 0 | -4 | -6 | -7
CCC1(c2ccccc2)NC(=O)N(CC(=O)N2CC(=O)Nc3ccccc32)C1=O (centres undefined) | 93 | 4 | 1.0 | -9 | 0 | 1 | 0 | -3 | -2 | 6
C[C@@H]1CN([C@H](C)CO)C(=O)CCCn2cc(nn2)CO[C@H]1CN(C)S(=O)(=O)c1cccs1 | 102 | 5 | / | / | 2 | / | -3 | 0 | -8 | -3

An excerpt from above, reduced to m5-HT2A agonist.
canonical_smiles | m5-HT2A agonist
Cc1nc2nc(C)c(CCC(=O)NC3CCCCC3)c(C)n2n1 | 1
COc1ccc(C)cc1S(=O)(=O)N(C)CC(N)=O | -3
CC(C)NC(=O)Cn1c(SCC(=O)N2CCCCCC2)nc2ccccc21 | -1

The list goes on:
SMILES | ABCB6 inh 2 | Cardio protect | MC4R barr agon | PDI inh | N-glyco inh | MC4R antag cAMP | m5-HT2A agonist | Exocytosis inh | CaV13 FRET inh | ABHD5 PLIN5 PPI
O=C(Nc1ccccc1)Nc1nc(-c2ccccc2)cs1 | 87 | -11 | 2.6 | 6 | -1 | -7 | 2 | -5 | -4 | -6
C=CCNC(=O)C1CC=CCC1C(=O)O (centres undefined) | 97 | -5 | 0.1 | -2 | -1 | 3 | 0 | 0 | -5 | 0
CC1C(=O)N2CCCc3cc(NC(=O)C(=O)NCCc4c[nH]c5ccccc45)cc1c32 (centres undefined) | 92 | 16 | 0.0 | 4 | 7 | 4 | 4 | 10 | -7 | -6
Cc1sc(NC(=O)c2ccccc2)c(C#N)c1-c1ccccc1 | 99 | -28 | 0.6 | 8 | -5 | 3 | 0 | -1 | -8 | 0
Cc1ccc(CNC(=O)COC(=O)CCC(=O)c2cccs2)cc1 | 100 | 2 | -0.3 | 4 | 2 | 14 | 5 | -2 | 11 | 3

Source: PubChem BioAssay (several laboratories)
